# mIDH1 inhibitor = qHTS for Inhibitors of mutant isocitrate dehydrogenase 1 (IDH1): qHTS. Potency, µM (doses to about 76.6 µM), for the others: at the highest dose activity change, negative = inhibition, usual class: inhibitors. IDH1-R132H enzyme, NADPH consumption, diaphorase/resazurin fluorescence. hit rate 0.093% among 390,000; further: on the % scale 0 is the no-effect control and ±100 the full control effect; nearly all actives have a fitted effect of over 65% in size
# Target sequence (O75874 whole entry R132H, stated change not applied): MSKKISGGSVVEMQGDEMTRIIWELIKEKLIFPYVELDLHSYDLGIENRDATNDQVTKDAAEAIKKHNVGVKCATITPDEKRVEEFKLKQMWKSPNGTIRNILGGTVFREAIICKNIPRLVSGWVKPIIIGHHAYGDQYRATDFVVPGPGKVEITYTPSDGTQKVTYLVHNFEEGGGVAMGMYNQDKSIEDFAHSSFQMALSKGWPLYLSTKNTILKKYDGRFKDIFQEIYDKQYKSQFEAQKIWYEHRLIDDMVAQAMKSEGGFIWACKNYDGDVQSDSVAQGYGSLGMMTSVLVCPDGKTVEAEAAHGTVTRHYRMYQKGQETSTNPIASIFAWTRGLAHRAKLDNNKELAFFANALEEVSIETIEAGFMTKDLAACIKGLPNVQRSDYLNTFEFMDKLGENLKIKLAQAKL
#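 IDH1-R132H (0.5 ug/mL dispensed) in pH 7.5 Tris buffer was preincubated 30 min with compound, then given a substrate mix of 0.016 mM NADPH and 2 mM alpha-KG for 80 min at room temperature; remaining NADPH was read by diaphorase/resazurin fluorescence.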
# TrxR1 inh = qHTS Assay for Inhibitors of Mammalian Selenoprotein Thioredoxin Reductase 1 (TrxR1): qHTS; hit rate 1% among 390,000; recombinant rTrxR1, NADPH fluorescence consumption, selenite substrate; Potency, µM (series often up to 114 µM), without a hit: top-dose activity change, negative = inhibition, hits mostly inhibitors; Thioredoxin reductase 1, cytoplasmic (Rattus norvegicus), O89049; AID 588453, 2011; further: on the % scale 0 is the no-effect control and ±100 the full control effect; nearly all actives have a fitted effect of over 65% in size
# Target sequence (O89049 whole entry, looked up): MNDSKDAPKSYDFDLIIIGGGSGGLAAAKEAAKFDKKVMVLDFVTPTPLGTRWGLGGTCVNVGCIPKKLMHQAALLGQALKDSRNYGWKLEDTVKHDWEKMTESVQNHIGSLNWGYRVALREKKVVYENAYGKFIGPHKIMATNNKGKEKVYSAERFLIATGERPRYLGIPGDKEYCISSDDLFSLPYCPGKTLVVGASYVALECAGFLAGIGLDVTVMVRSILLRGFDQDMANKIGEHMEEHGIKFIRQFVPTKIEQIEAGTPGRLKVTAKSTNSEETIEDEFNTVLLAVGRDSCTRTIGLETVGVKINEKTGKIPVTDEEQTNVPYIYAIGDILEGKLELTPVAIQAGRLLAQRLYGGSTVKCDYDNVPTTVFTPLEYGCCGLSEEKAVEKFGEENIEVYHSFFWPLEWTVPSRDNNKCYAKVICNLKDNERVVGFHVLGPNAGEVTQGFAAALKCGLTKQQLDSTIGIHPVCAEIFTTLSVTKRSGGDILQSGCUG
#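 Rat TrxR1 (90 nM in the dispensed reagent) was pre-reduced with 400 uM NADPH for 5 min at room temperature, then incubated with compound for 15 min. After 400 uM selenite was added, NADPH fluorescence (Ex 340/Em 450 nm) was followed for 8 min.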
# Vif-A3F inh = qHTS for Inhibitors of Vif-A3F Interactions: qHTS; hit rate 0.2% among 390,000; AID 602313, 2012; HeLa A3F-eYFP + Vif (tagged APOBEC3F with the HIV-1 protein that degrades it), YFP fluorescence increase; Potency, µM (series often up to 46.1 µM), for the others: at the highest dose activity, negative = active; further: % of control where 0% means no effect; nearly all actives have a fitted effect of over 65% in size
#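 HeLa cells stably expressing Vif plus C-terminally eYFP-tagged A3F were seeded, incubated overnight at 37 deg C, dosed with compound, incubated overnight again at 37 deg C. Yellow fluorescence (Ex 488/Em 500-530) reported blocked Vif-mediated A3F-eYFP degradation.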
# Vif-A3G inh = qHTS for Inhibitors of Vif-A3G Interactions: qHTS | hit rate 0.076% among 410,000 | Potency, µM (top dose mostly 46.1 µM), for the others: top-dose activity, negative = active, hits mostly inhibitors | HeLa A3G-eYFP + Vif (tagged APOBEC3G with the HIV-1 protein that degrades it), YFP fluorescence, overnight | DNA dC->dU-editing enzyme APOBEC-3G (Homo sapiens), Q9HC16;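 further: on the % scale 0 is the no-effect control and ±100 the full control effect; nearly all actives have a fitted effect of over 60% in size; hits raise eYFP signal because A3G escapes Vif-driven loss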
#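 HeLa cells stably expressing Vif and C-terminally eYFP-tagged A3G, seeded overnight at 37 deg C, then exposed to compound by pintool overnight at 37 deg C. Rise in yellow fluorescence (Ex 488/Em 500-530, Acumen) marks blocked Vif-driven A3G degradation.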
# USP1-UAF1 inh = Inhibitors of USP1/UAF1: Primary Screen | Ubiquitin carboxyl-terminal hydrolase 1 (Homo sapiens), O94782 | recombinant USP1/UAF1, Ub-Rhodamine cleavage fluorescence | Potency, µM (highest dose often 57.1 µM), without a hit: at the highest dose activity change, negative = inhibition, hits mostly inhibitors | hit rate 0.23% among 390,000 | AID 743255, 2014; further: on the % scale 0 is the no-effect control and ±100 the full control effect; nearly all actives have a fitted effect of over 60% in size; inactives centre near -12
#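 USP1/UAF1 complex at 1 nM was preincubated with compound for 15 min at room temperature, then Ub-Rho substrate (150nM final) was added. Fluorescence (480/540 nm) was read kinetically, 6 reads every 60 seconds.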
# RGS4 inh = Inhibitors of Regulator of G Protein Signaling (RGS) 4: qHTS; Regulator of G-protein signaling 4 (Homo sapiens), P49798; Transcreener GDP fluorescence polarization, RGS4-accelerated GTP hydrolysis; Potency, µM (top dose mostly 114 µM), inactives show at the top dose activity change, negative = inhibition, hits mostly inhibitors; hit rate 0.039% among 390,000; AID 504845, 2011; further: on the % scale 0 is the no-effect control and ±100 the full control effect; nearly all actives have a fitted effect of over 75% in size; some results filed as inactive show a strong effect at the top dose
#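 MLSMR compounds (23 nl, pin-transferred) preincubated 10 min at room temperature with a 500nM (2x) first reagent, then RGS4 at 900nM (2x) plus Transcreener GDP mix added; fluorescence polarization (620/688 nm) read before and after 90 min at 30 °C.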
# RXFP1 ag = qHTS Assay for Agonists of the Relaxin Receptor RXFP1. HEK293T-RXFP1 cAMP TR-FRET, 30 min; response scale: percent of porcine relaxin response, buffer zero. Potency, µM (doses to about 57.5 µM), inactives show at the top dose activation, most hits filed as activators. hit rate 0.3% among 370,000. Relaxin receptor 1 (Homo sapiens), Q9HBX9; further: on the % scale 0 is the no-effect control and ±100 the full control effect; nearly all actives have a fitted effect of over 60% in size; many of its hits are not listed in these tables
#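 cAMP rise read by TR-FRET after 30 min, 37C compound exposure (up to 58 uM) in RXFP1-transfected HEK293 cells with Ro 20174 present. EC50 from Hill-equation fits, with 29 nM porcine relaxin as 100% and buffer as basal.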
# TrxR1 substrate = qHTS Assay for Substrates of Mammalian Selenoprotein Thioredoxin Reductase 1 (TrxR1): qHTS; Thioredoxin reductase 1, cytoplasmic (Rattus norvegicus), O89049; purified TrxR1 substrate turnover, NADPH consumption readout; Potency, µM (highest dose often 114 µM), for the others: at the top dose activity change, negative = substrate turnover; hit rate 0.01% among 390,000; further: on the % scale 0 is the no-effect control and ±100 the full control effect; nearly all actives have a fitted effect of over 50% in size
#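 Rat TrxR1, dispensed at 90 nM, was prereduced with 400 uM NADPH (final) for 5 min at ~22 deg C, then incubated with compound 15 min before 400 uM selenite. A first-read NADPH fluorescence drop versus no-compound background flagged substrates.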
# 12-LOX inh = Primary qHTS assay for inhibitors of human arachidonate 12S-lipoxygenase (ALOX12): Round 2. Polyunsaturated fatty acid lipoxygenase ALOX12 (Homo sapiens), P18054. purified 12hLO, xylenol orange hydroperoxide absorbance. Potency, µM (titrated, usually from 108 µM), for the others: at the top dose activity change, negative = inhibition, most hits filed as inhibitors. hit rate 1.1% among 580,000; further: on the % scale 0 is the no-effect control and ±100 the full control effect
#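 Purified human 12hLO (150 nM final) in 25 mM Hepes, 0.01% Triton X-100, pH 7.0 was preincubated 15 min at room temperature with compound. Then 40 uM arachidonic acid was added, 30 min. Hydroperoxide was read by Fe-XO absorbance ratio 573/405 nm.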
# Numbers without * were called inactive; ? = inconclusive; . = no result given; [ ] = remark or other dose. The call rests on the fitted dose curve; in most records, active means well fitted curve in the direction sought with a large enough effect; inconclusive means small, poorly fitted or top-dose-only effect, or another doubt; inactive means no such curve, though single readings can be large; an effect the other way counts as inactive or inconclusive. Potency means the concentration at half of the fitted maximal effect. Some of the compounds tested, so the mix of outcomes need not match the whole.
# Values run as follows: mIDH1 inhibitor, TrxR1 inh, Vif-A3F inh, Vif-A3G inh, USP1-UAF1 inh, RGS4 inh, RXFP1 ag, TrxR1 substrate, 12-LOX inh
- Cn1c(=O)oc(=O)c2ccccc21
  0.8%, 56.2µM*, -6.4%, 0.0%, 3.1%, -16.7%, ., 150.0%[activator], -22.5%
- Cc1cc(NC(=O)COC(=O)c2c(C)nn(Cc3ccccc3Cl)c2Cl)no1
  1.5%, 18.2%, -14.2%, -3.4%, -7.1%, -2.4%, -1.1%, 5.9%, -28.6%
- COc1cccc(-c2nn(Cc3ccccc3)cc2C(=O)O)c1
  -3.0%, 13.1%, -3.6%, 4.0%, -6.9%, -18.6%, 2.0%, 5.1%, -10.6%
- COc1ccccc1-n1c(-c2ccccc2F)nc2ccccc2c1=O
  -5.7%, 7.4%, -14.1%, 3.3%, -17.4%, 1.9%, ., 4.0%, 214.1%[activator]
- Cc1cccc(N2C(=O)NC(=O)/C(=C\c3ccc(N4CCOCC4)cc3)C2=O)c1
  7.2%, ?, -1.4%, -3.3%, -15.3%, -48.3%, 1.8%, -5.5%, ?
- COc1cc(C2c3cc4c(cc3CC3COC(=O)C32)OCO4)cc(OC)c1OC (stereo unspecified)
  -11.3%, 3.7%, -1.3%, -44.4%, 12.1%, -12.0%, ., 3.0%, 7.6%
- CCC(=NCCc1ccccc1)c1c(O)n(C)c(=O)n(C)c1=O
  6.9%, 15.1%, 5.4%, 1.3%, -12.8%, 21.4%, 26.2%, 4.3%, 209.9%[activator]
- CCCN(C(=O)c1cc2c(=O)oc3ccccc3c2s1)c1cccc(Cl)c1
  -3.3%, -14.8%, -3.6%, 6.1%, -9.6%, -12.2%, ?, 9.9%[2.29 µM], -0.4%
- Cc1nc2ccc(N3CCN(C)CC3)cc2nc1C
  -3.2%, 8.0%[57.1 µM], 3.0%, 1.3%, -6.9%, 4.8%, 23.8%, -3.3%[57.1 µM], -0.2%
- O=C(O)c1ccccc1NC(=O)N1C[C@H]2C[C@@H](C1)c1cccc(=O)n1C2
  6.6%, 13.4%, 4.4%, 0.0%, 12.7%, -5.5%, 3.3%, 35.3%[activator], -4.5%
- O=C(COc1ccc(Br)cc1)N1CCN(Cc2ccncc2)CC1
  8.3%, 6.8%[57.1 µM], 4.8%, -4.0%, -15.3%, -41.2%, 1.6%, 8.0%[57.1 µM], ?
- COc1ccccc1CN1CCN(Cc2ccc(Cl)cc2)CC1
  -2.9%, 8.3%, 1.6%, 0.0%, -10.3%, 7.8%, -0.2%, -2.9%, ?
- N#Cc1ccc(NC(=O)CN2CCCC2)cc1Cl
  9.6%, 21.9%[57.1 µM], 6.0%, 1.9%, -19.1%, -0.3%, 0.9%, 10.1%[57.1 µM], 31.7%[activator]
- O=C1CC(N(O)c2ccccc2)C(=O)N1Cc1ccccc1 (stereo unspecified)
  6.6%, ?, -5.8%, -15.3%, -8.2%, -12.2%, -0.8%, -3.4%, ?
- CCOc1ccc(-n2c(O)c(C=Nc3ccc(N4CCOCC4)cc3)c(=O)[nH]c2=O)cc1
  2.1%, -6.0%, 10.3%, -0.4%, -11.6%, -19.4%, 3.8%, -12.2%, 55.1%[activator]
- COc1ccc2cc(C(=O)C3CCCN(C4CCOCC4)C3)ccc2c1 (stereo unspecified)
  2.4%, -17.0%, -2.4%, 1.9%, -13.0%, ?, 3.0%, 242.5%[activator], -9.2%
- COc1ccc(C(=O)O/N=C(/C(N)=O)P(=O)(OC(C)C)OC(C)C)cc1
  10.3%, ?, 3.0%, -14.2%, -10.4%, -25.3%, 0.3%, 1.2%[57.1 µM], ?
- Cc1ccc(-c2[nH]c(=S)[nH]c(=O)c2C#N)cc1
  0.5%, ?, 6.3%, -0.7%, 0.0%, -41.1%, 1.0%, -12.9%, 15.8µM*
- COc1ccc(-c2nn(CCC#N)cc2C(=O)Nc2ccccc2)cc1OC
  -7.5%, 13.1%, -2.4%, 0.9%, -13.3%, -9.1%, 0.3%, -1.2%, -5.8%
- CN(C)c1ccc(/C=C/[N+](=O)[O-])cc1
  -3.8%, -12.0%, ?, -7.2%, -26.4%, -41.8%, -2.1%, 0.6%, 1.9%

# New compounds follow
# Values run as follows: mIDH1 inhibitor, TrxR1 inh, Vif-A3F inh, Vif-A3G inh, USP1-UAF1 inh, RGS4 inh, RXFP1 ag, TrxR1 substrate, 12-LOX inh
- N#CC(C#N)=C(C#N)c1ccc(Nc2ccccc2)cc1
  -2.2%, 7.08µM*, -29.9%, -3.3%, -9.8%, ?, 0.1%, -1.0%, ?
- CCC(C)NC(=O)c1c(N)n(CC2CCCO2)c2nc3ccccc3nc12 (stereo unspecified)
  8.2%, 35.5%[activator], ., 0.8%, ?, 2.7%, 2.9%, 174.4%[activator], ?
- C=CCn1c(O)c(C(C)=NCCN2CCN(C(=S)NC)CC2)c(=O)[nH]c1=O
  2.8%, 30.3%[57.1 µM], 2.0%, 0.1%, -12.2%, -26.7%, 4.2%, 13.8%[2.29 µM], 10.0%
- CNC(CC(C)C)C(=O)NC1C(=O)NC(CC(N)=O)C(=O)NC2C(=O)NC3C(=O)NC(C(=O)NC(C(=O)O)c4cc(O)cc(O)c4-c4cc3ccc4O)C(O)c3ccc(c(Cl)c3)Oc3cc2cc(c3OC2OC(CO)C(O)C(O)C2OC2C[C@](C)(N)C(O)C(C)O2)Oc2ccc(cc2Cl)C1O (stereo partly specified)
  10.6%, -8.4%, -2.2%, 1.4%, -17.9%, 2.4%, 2.1%, 4.5%, 7.2%
- Cc1ccc(/C=C2\C(=O)NC(=O)N(CC3CCCO3)C2=O)s1 (stereo unspecified)
  0.0%, 39.8µM*, -31.5%, -15.1%, -4.0%, ?, 2.1%, -9.4%, ?
- O=C1NC(=O)C(=Cc2cn(CCOc3ccc4c(c3)OCO4)c3ccccc23)C(=O)N1
  -1.0%, 5.4%[57.1 µM], ?, ?, 153.2%[activator], -2.5%, 17.5%, -4.3%, .
- Nc1c(C(=O)NCCCc2ccccc2)c2nc3ccccc3nc2n1Cc1cccs1
  3.7%, -41.6%[57.1 µM], ?, -7.5%, ?, -4.8%, 4.6%, 47.7%[activator], ?
- C[C@@H]1CC[C@@]2(NC1)O[C@H]1C[C@H]3[C@@H]4CC=C5C[C@@H](O)CC[C@]5(C)[C@H]4CC[C@]3(C)[C@H]1[C@@H]2C
  -7.5%, 4.2%[57.1 µM], 1.7%, 0.7%, -1.8%, 13.6%, 5.9%, 4.2%[57.1 µM], .
- CCOC(C(=O)OCC(O)CN(CC)CC)(c1ccccc1)c1ccccc1 (stereo unspecified)
  -3.1%, -5.9%, 1.9%, 0.1%, -3.3%, 12.2%[11.4 µM], 1.0%, 10.2%[57.1 µM], -6.6%[57.4 µM]
- OC12ONC(c3ccccn3)C1N1CCC2CC1 (stereo unspecified)
  7.0%, -23.8%, 2.4%, -8.7%, -4.0%, -7.9%, 2.2%, 1.1%, 8.7%
- Cc1ccc(S(=O)(=O)Cc2ccc(C(=O)N3CCC4(CC3)OCCO4)o2)cc1
  -1.2%, ?, -1.7%, -0.8%, -4.4%, -10.2%, 2.1%, 1.1%, -14.1%
- CCCC1COC(Cn2cncn2)(c2ccc(Cl)cc2Cl)O1 (stereo unspecified)
  10.1%, 4.0%, -4.1%, 2.5%, -8.4%, 13.8%[56.9 µM], 1.2%, -3.5%, -0.8%
- COC(=O)C1=C(c2cccc(OC)c2OC)C[C@@H]2CC[C@H]1N2C(=O)NCc1cccc2ccccc12
  -7.4%, 5.6%[57.1 µM], 1.3%, -7.0%, ?, 2.5%, ., 4.1%[57.1 µM], ?

# Compounds listed so far that contain a thiophene ring, fused or not:
# Values run as follows: mIDH1 inhibitor, TrxR1 inh, Vif-A3F inh, Vif-A3G inh, USP1-UAF1 inh, RGS4 inh, RXFP1 ag, TrxR1 substrate, 12-LOX inh
- CCCN(C(=O)c1cc2c(=O)oc3ccccc3c2s1)c1cccc(Cl)c1
  -3.3%, -14.8%, -3.6%, 6.1%, -9.6%, -12.2%, ?, 9.9%[2.29 µM], -0.4%
- Cc1ccc(/C=C2\C(=O)NC(=O)N(CC3CCCO3)C2=O)s1 (stereo unspecified)
  0.0%, 39.8µM*, -31.5%, -15.1%, -4.0%, ?, 2.1%, -9.4%, ?
- Nc1c(C(=O)NCCCc2ccccc2)c2nc3ccccc3nc2n1Cc1cccs1
  3.7%, -41.6%[57.1 µM], ?, -7.5%, ?, -4.8%, 4.6%, 47.7%[activator], ?
